FBW7 activator – human FBW7 E3 ligase activation, primary screen; 0.13% of 650,000 active; normalized activity (activation), % at 26.1 µM; AlphaScreen FBW7–phospho-cyclin E peptide binding, activator screen; Q969H0; AID 1259310; in the data active means normalized activity above about 1.9%;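 further: purified mutant Fbw7 with reduced substrate affinity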
TEAD-YAP inh – TEAD-YAP interaction inhibition; HEK-TIYL cells, TEAD-Gal4/YAP UAS-luciferase luminescence; inhibition, % at 9.12 µM; 1.4% of 640,000 active; AID 1259422; in the data active means inhibition above about 32%;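 further: 0% = median of test compound wells and 100% = reference inhibitor wells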
MITF primary – human MITF inhibition, primary screen; O75030; AlphaScreen MITF homodimerization, bead proximity signal; inhibition, % at 2.6 µM; 0.91% of 650,000 active; AID 1259374; in the data active means inhibition above about 50%;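 further: 0% = vehicle wells with protein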
Target sequence (O75030 whole entry, looked up): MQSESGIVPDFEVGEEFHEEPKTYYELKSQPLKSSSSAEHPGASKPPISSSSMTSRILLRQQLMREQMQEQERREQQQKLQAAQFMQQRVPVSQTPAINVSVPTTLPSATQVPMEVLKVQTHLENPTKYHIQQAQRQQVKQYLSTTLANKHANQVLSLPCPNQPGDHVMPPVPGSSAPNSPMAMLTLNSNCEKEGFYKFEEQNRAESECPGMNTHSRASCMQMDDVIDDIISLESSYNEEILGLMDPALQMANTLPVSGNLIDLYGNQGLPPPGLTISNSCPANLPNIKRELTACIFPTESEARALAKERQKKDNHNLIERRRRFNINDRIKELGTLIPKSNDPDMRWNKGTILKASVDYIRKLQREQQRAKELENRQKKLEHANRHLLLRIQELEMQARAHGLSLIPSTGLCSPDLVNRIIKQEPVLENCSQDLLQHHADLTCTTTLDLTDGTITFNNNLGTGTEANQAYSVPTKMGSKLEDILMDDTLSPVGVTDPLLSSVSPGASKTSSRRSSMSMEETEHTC
GPR151 activ – activators of human GPR151 | AID 1508602 | 1% of 650,000 active | PathHunter beta-arrestin GPR151 cells, luminescence | Q8TDV0 | activation, % at 11.2 µM; in the data active means activation above about 4.9%;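 further: 0% = median of compound wells and 100% = cells with positive control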
Target sequence (Q8TDV0 whole entry, looked up): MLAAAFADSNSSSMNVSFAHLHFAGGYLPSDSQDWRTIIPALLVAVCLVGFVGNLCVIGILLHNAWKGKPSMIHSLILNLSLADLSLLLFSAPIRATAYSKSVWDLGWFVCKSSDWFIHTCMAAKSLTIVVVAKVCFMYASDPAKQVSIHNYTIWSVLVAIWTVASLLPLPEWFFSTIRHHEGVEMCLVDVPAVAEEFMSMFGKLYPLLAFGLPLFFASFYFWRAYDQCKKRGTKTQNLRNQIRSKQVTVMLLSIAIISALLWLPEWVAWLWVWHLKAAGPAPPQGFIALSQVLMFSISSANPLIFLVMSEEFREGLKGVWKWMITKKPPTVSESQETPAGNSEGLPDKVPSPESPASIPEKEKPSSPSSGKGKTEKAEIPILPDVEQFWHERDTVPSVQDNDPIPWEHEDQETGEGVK
Starred values were filed as active, the others as inactive.

What do the screens show for `COc1ccc(C(=O)NCCc2nnc3n2CCN(Cc2ccc(N(C)C)cc2)CC3)cc1`?
FBW7 activator: 0.1; TEAD-YAP inh: 13.7; MITF primary: 3.2; GPR151 activ: -0.5

What do the screens show for `CC1=CC(C)(C)N(C(=O)Cc2ccc(F)cc2)c2cc(C(c3ccccc3)(c3ccccc3)c3ccccc3)ccc21`?
FBW7 activator: 0.1; TEAD-YAP inh: 8.7; MITF primary: -14.2; GPR151 activ: -0.3

Results for O=C(CCS(=O)(=O)c1cccc2nonc12)NC1CCCCCC1 ?
FBW7 activator: 0.0; TEAD-YAP inh: -10.5; MITF primary: -8.0; GPR151 activ: 0.2

What do the screens show for `Cc1ccc(C(=O)N/C(=C/C=C\c2ccccc2)C(=O)NCc2ccco2)cc1`?
FBW7 activator: 0.6; TEAD-YAP inh: -6.6; MITF primary: 16.5; GPR151 activ: -2.1

Results for COCCCNc1oc(-c2ccc([N+](=O)[O-])cc2)nc1C#N ?
FBW7 activator: 0.0; TEAD-YAP inh: -49.9; MITF primary: 4.9; GPR151 activ: -2.3

How did COc1ccc(NC(=O)Cn2c(C)cc3ccccc3c2=O)c(OC)c1 do in these assays?
FBW7 activator: 0.2; TEAD-YAP inh: -1.1; MITF primary: 12.8; GPR151 activ: 0.4

How did O=C(CNC(=O)c1ccc(Br)cc1)OCc1ccc(Cl)cc1 do in these assays?
FBW7 activator: -0.1; TEAD-YAP inh: 5.4; MITF primary: 22.9; GPR151 activ: 2.0

How did CCOC(=O)C(=CNc1ccc([N+](=O)[O-])cc1)C(=O)OCC do in these assays?
FBW7 activator: 0.0; TEAD-YAP inh: 0.2; MITF primary: -1.6; GPR151 activ: 0.6

What do the screens show for `CCOC(=O)Cc1csc(NC(=O)COc2ccc(C#N)cc2)n1`?
FBW7 activator: 0.3; TEAD-YAP inh: 3.3; MITF primary: -11.5; GPR151 activ: 1.0

How did Cc1ccc(-c2cnc3ccccc3n2)cc1C do in these assays?
FBW7 activator: -0.2; TEAD-YAP inh: 29.9; MITF primary: -9.9; GPR151 activ: -7.9

How did CCN(CC)S(=O)(=O)c1ccc(-c2nnc(SCC(=O)OC)o2)cc1 do in these assays?
FBW7 activator: 0.0; TEAD-YAP inh: -1.7; MITF primary: -4.2; GPR151 activ: -0.8

What do the screens show for `COC(=O)C1=C(C)OC(N)=C(C#N)C1c1ccc(F)cc1F` (stereo not given)?
FBW7 activator: 0.3; TEAD-YAP inh: 4.0; MITF primary: 20.2; GPR151 activ: -1.2

What do the screens show for `C=C1N(CCCCCCC)C(=O)OC12CCCCC2`?
FBW7 activator: 0.6; TEAD-YAP inh: 3.8; MITF primary: -14.1; GPR151 activ: -1.3

What do the screens show for `CCC(C(=O)Nc1ccccc1C(=O)OC)n1c2ccccc2c2nc(=O)cc(C)n21` (stereo not given)?
FBW7 activator: -0.1; TEAD-YAP inh: 7.8; MITF primary: 10.2; GPR151 activ: 0.6

Results for C=CCn1ncc(CN2CCCC(c3nc(N4CCCC4)ncc3-c3cc(C)no3)C2)c1C (stereo not given) ?
FBW7 activator: 0.0; TEAD-YAP inh: 15.4; MITF primary: 3.1; GPR151 activ: 0.0

Results for O=C(CSc1ccsc1[N+](=O)[O-])NCc1ccc(Cl)cc1 ?
FBW7 activator: -0.1; TEAD-YAP inh: -54.5; MITF primary: 1.4; GPR151 activ: -0.7

How did Cc1cc(C)nc(SCC(=O)Nc2nc3c(F)c(F)c(F)cc3s2)n1 do in these assays?
FBW7 activator: -0.1; TEAD-YAP inh: 9.8; MITF primary: -0.2; GPR151 activ: -1.6

What do the screens show for `CN(C)CCNC(=O)CN1N=C(C(C)(C)C)Cn2c(cc3ccccc32)C1=O`?
FBW7 activator: 0.0; TEAD-YAP inh: -2.9; MITF primary: 5.9; GPR151 activ: 4.5

What do the screens show for `CCCC[n+]1c(C)csc1Nc1ccccc1`?
FBW7 activator: -0.1; TEAD-YAP inh: -7.8; MITF primary: 18.4; GPR151 activ: 0.2

What do the screens show for `COc1ccccc1C1=N/C(=C\c2ccccc2)C(=O)O1`?
FBW7 activator: 0.1; TEAD-YAP inh: -5.8; MITF primary: 9.2; GPR151 activ: 1.1

Results for CC#CCN1C(=O)NC(CCc2ccccc2)(C2CCN(C(=O)C3(C)CC3)CC2)C1=O (stereo not given) ?
FBW7 activator: 0.8; TEAD-YAP inh: 11.6; MITF primary: 10.8; GPR151 activ: 1.6

What do the screens show for `CCCCSc1nc2sc3c(c2c(=O)n1-c1ccc(OC)cc1)CCCC3`?
FBW7 activator: -0.1; TEAD-YAP inh: -1.4; MITF primary: 1.9; GPR151 activ: 0.4

Results for Cc1ccc(C)c(N(CC(=O)NCC2CCCO2)S(=O)(=O)c2ccccc2)c1 (stereo not given) ?
FBW7 activator: -0.2; TEAD-YAP inh: -13.5; MITF primary: -23.1; GPR151 activ: -1.0

How did CCOc1ccc(N(C(C)C(=O)O)S(C)(=O)=O)cc1 (stereo not given) do in these assays?
FBW7 activator: 0.0; TEAD-YAP inh: -1.1; MITF primary: 0.8; GPR151 activ: 0.3

Results for CCN(c1ccc(OC)cc1)c1c(-c2ccc(C)cc2)c(=O)c1=O ?
FBW7 activator: -0.1; TEAD-YAP inh: -17.7; MITF primary: 10.6; GPR151 activ: 1.8

What do the screens show for `COc1ccc(C(=O)COC(=O)CCC(=O)Nc2c(C)cccc2C)cc1`?
FBW7 activator: 0.1; TEAD-YAP inh: 0.0; MITF primary: 17.4; GPR151 activ: -0.8

What do the screens show for `CC1=C(C(=O)OCC2CCCCC2)C(c2ccccc2F)NC(=O)N1` (stereo not given)?
FBW7 activator: 0.1; TEAD-YAP inh: 0.2; MITF primary: 9.0; GPR151 activ: -1.4

What do the screens show for `CC1CCN(S(=O)(=O)c2ccc3c(c2)OCCN3C)CC1`?
FBW7 activator: -0.1; TEAD-YAP inh: -4.5; MITF primary: -0.1; GPR151 activ: -1.1

What do the screens show for `CCOc1ccc(-n2c(SCC(=O)Nc3cccc(Cl)c3)nc3n[nH]c(C)c3c2=N)cc1`?
FBW7 activator: 0.3; TEAD-YAP inh: -0.6; MITF primary: 19.9; GPR151 activ: -1.2

How did Cc1ccc(Nc2cc(C(=O)NCCCN3CCOCC3)c3ccccc3n2)cc1C do in these assays?
FBW7 activator: -0.2; TEAD-YAP inh: -9.0; MITF primary: -5.7; GPR151 activ: 0.3

What do the screens show for `Cc1cc(C)n(CCNC(=O)c2cc(COc3ccc4ncccc4c3)on2)n1`?
FBW7 activator: -0.1; TEAD-YAP inh: 12.2; MITF primary: 0.8; GPR151 activ: -0.3

What do the screens show for `CC(C)(C)NC(=O)C(c1ccc(O)cc1)N(Cc1ccc2c(c1)OCO2)C(=O)CCl` (stereo not given)?
FBW7 activator: 0.1; TEAD-YAP inh: 0.7; MITF primary: 21.8; GPR151 activ: -0.1

Results for COc1ccc2ccc(OC)c(C3NC(=S)NC(C)=C3C(N)=O)c2c1 (stereo not given) ?
FBW7 activator: 0.2; TEAD-YAP inh: -9.9; MITF primary: -14.4; GPR151 activ: -0.4

What do the screens show for `CCN(CC)C(=O)CN1C(=O)C2(Nc3ccccc3C(=O)N2c2cccc(C(F)(F)F)c2)c2ccccc21` (stereo not given)?
FBW7 activator: 0.2; TEAD-YAP inh: 6.3; MITF primary: 16.4; GPR151 activ: -0.5

How did COc1cccc(CNC(=O)c2[nH]c3cc(-c4cn[nH]c4)ccc3c2CN2CCCC2c2ccccc2)c1 (stereo not given) do in these assays?
FBW7 activator: 0.4; TEAD-YAP inh: -1.1; MITF primary: 24.0; GPR151 activ: -1.5

Results for O=C(Nc1ccc(F)c(F)c1)c1ccc(F)c(S(=O)(=O)N2CCCCCC2)c1 ?
FBW7 activator: 0.0; TEAD-YAP inh: 10.9; MITF primary: 8.1; GPR151 activ: 1.3

How did CCN(CC)C(=O)[C@@H]1C[C@@H](NCc2ccncc2)CN1Cc1cccc(Cl)c1 do in these assays?
FBW7 activator: 0.1; TEAD-YAP inh: 3.4; MITF primary: -7.2; GPR151 activ: -0.3

Results for O=C1CSC(c2cc3c(cc2[N+](=O)[O-])OCO3)N1c1ccc(Cl)c(Cl)c1 (stereo not given) ?
FBW7 activator: -0.3; TEAD-YAP inh: -1.1; MITF primary: -2.4; GPR151 activ: -0.7

What do the screens show for `Cc1ccc(/C=N/Nc2cccc([N+](=O)[O-])c2)o1`?
FBW7 activator: -0.2; TEAD-YAP inh: -47.4; MITF primary: 3.0; GPR151 activ: 3.3

Results for CC(C)(C)NC(=O)C(=O)NCc1ccccn1 ?
FBW7 activator: -0.6; TEAD-YAP inh: -0.6; MITF primary: 5.1; GPR151 activ: 0.0

What do the screens show for `O=C(c1cnn(-c2ccccc2)c1-n1cccc1)N1CCCC(C(=O)N2CCCCC2)C1` (stereo not given)?
FBW7 activator: -0.1; TEAD-YAP inh: 20.8; MITF primary: 0.0; GPR151 activ: 0.3

What do the screens show for `COc1ccc(NC(=O)CCS(=O)(=O)c2cc3c(cc2C)NC(=O)CO3)cc1Cl`?
FBW7 activator: 0.0; TEAD-YAP inh: -1.4; MITF primary: -8.5; GPR151 activ: -0.8

Results for CC(Sc1nnc(NCc2ccccc2)s1)C(=O)Nc1ccccc1 (stereo not given) ?
FBW7 activator: -0.1; TEAD-YAP inh: -7.5; MITF primary: -2.5; GPR151 activ: -0.6

Results for O=C(CCc1ccccc1)NNC(=O)C1C2C=CC(C2)C1C(=O)O (stereo not given) ?
FBW7 activator: 0.1; TEAD-YAP inh: 4.9; MITF primary: 15.5; GPR151 activ: -0.2

How did Cc1c(O)ccc2c(=O)c(-c3nc4ccccc4s3)coc12 do in these assays?
FBW7 activator: 0.1; TEAD-YAP inh: -1.3; MITF primary: -3.8; GPR151 activ: -0.2

What do the screens show for `CCOC(=O)Cn1c(=NC(=O)C2CC2)sc2cc(C(=O)OCC)ccc21`?
FBW7 activator: -0.1; TEAD-YAP inh: 4.8; MITF primary: 2.5; GPR151 activ: -2.2

What do the screens show for `CCCNc1ccnc2c(-c3ccc(N(C)C)cc3)cnn12`?
FBW7 activator: -0.7; TEAD-YAP inh: 8.4; MITF primary: 12.5; GPR151 activ: -0.7

How did CCOC(=O)C1=C(C)NC2=C(C(=O)C(C(=O)OCC)C(c3ccccc3OC)C2)C1c1ccc(OCc2ccccc2)c(OC)c1 (stereo not given) do in these assays?
FBW7 activator: 0.2; TEAD-YAP inh: 0.1; MITF primary: 5.0; GPR151 activ: 8.7*

What do the screens show for `CCN(CC)CCCNC(=O)/C=C/c1ccccc1Cl`?
FBW7 activator: 0.0; TEAD-YAP inh: 3.1; MITF primary: 4.1; GPR151 activ: 0.2

Results for CC(C)OC(=O)Nc1ccc2c(c1)N(C(=O)CCN1CCN(CCO)CC1)c1ccccc1CC2 ?
FBW7 activator: 0.0; TEAD-YAP inh: -7.5; MITF primary: 5.3; GPR151 activ: -0.6

Copied from above, seven compounds:
What do the screens show for `O=C(c1cnn(-c2ccccc2)c1-n1cccc1)N1CCCC(C(=O)N2CCCCC2)C1` (stereo not given)?
FBW7 activator: -0.1; TEAD-YAP inh: 20.8; MITF primary: 0.0; GPR151 activ: 0.3

What do the screens show for `COc1ccc(NC(=O)CCS(=O)(=O)c2cc3c(cc2C)NC(=O)CO3)cc1Cl`?
FBW7 activator: 0.0; TEAD-YAP inh: -1.4; MITF primary: -8.5; GPR151 activ: -0.8

Results for CC(Sc1nnc(NCc2ccccc2)s1)C(=O)Nc1ccccc1 (stereo not given) ?
FBW7 activator: -0.1; TEAD-YAP inh: -7.5; MITF primary: -2.5; GPR151 activ: -0.6

Results for O=C(CCc1ccccc1)NNC(=O)C1C2C=CC(C2)C1C(=O)O (stereo not given) ?
FBW7 activator: 0.1; TEAD-YAP inh: 4.9; MITF primary: 15.5; GPR151 activ: -0.2

How did Cc1c(O)ccc2c(=O)c(-c3nc4ccccc4s3)coc12 do in these assays?
FBW7 activator: 0.1; TEAD-YAP inh: -1.3; MITF primary: -3.8; GPR151 activ: -0.2

What do the screens show for `CCOC(=O)Cn1c(=NC(=O)C2CC2)sc2cc(C(=O)OCC)ccc21`?
FBW7 activator: -0.1; TEAD-YAP inh: 4.8; MITF primary: 2.5; GPR151 activ: -2.2

What do the screens show for `CCCNc1ccnc2c(-c3ccc(N(C)C)cc3)cnn12`?
FBW7 activator: -0.7; TEAD-YAP inh: 8.4; MITF primary: 12.5; GPR151 activ: -0.7

Remaining list, next part
How did CCCOC(=O)c1ccc(NC(=O)C2CC(=O)N(c3ccc(C)cc3)C2)cc1 (stereo not given) do in these assays?
FBW7 activator: 0.0; TEAD-YAP inh: 15.7; MITF primary: -1.1; GPR151 activ: -1.8

What do the screens show for `COc1cccc(CNC(=O)CCCn2c(=S)[nH]c3cc4c(cc3c2=O)OCO4)c1`?
FBW7 activator: 0.1; TEAD-YAP inh: 0.9; MITF primary: -3.7; GPR151 activ: 2.8

Results for Cc1nc(NCc2ccccc2Cl)c2c(C)c(C)sc2n1 ?
FBW7 activator: -0.1; TEAD-YAP inh: 24.3; MITF primary: 12.5; GPR151 activ: 0.6

How did COc1ccc(NC(=O)CN(c2ccc(Br)cc2)S(C)(=O)=O)cc1Cl do in these assays?
FBW7 activator: 0.1; TEAD-YAP inh: -24.5; MITF primary: -14.0; GPR151 activ: -1.2

What do the screens show for `COc1ccc(S(=O)(=O)N(CC(=O)NCCSCc2ccccc2)c2ccc(C)cc2)cc1`?
FBW7 activator: 0.0; TEAD-YAP inh: 2.5; MITF primary: -2.5; GPR151 activ: 0.9

What do the screens show for `CC(=O)n1c(/C=C2N=C(/C=C/c3cccc(Cl)c3Cl)OC/2=O)cc2ccccc21`?
FBW7 activator: 0.0; TEAD-YAP inh: -10.6; MITF primary: -6.0; GPR151 activ: 1.8

Assay outcomes (PubChem BioAssay)
